RXFP1 antag: qHTS Assay for Antagonists of the Relaxin Receptor RXFP1 | 350,000 compounds, 0.59% hits | HEK293-RXFP1, relaxin-stimulated cAMP HTRF, 30 min; stronger effect = lower value | activity change, negative = inhibition, % at 57.5 µM | AID 1259400, 2018;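 active means activity change of -60% or lower, but not beyond a set lower limit; inconclusive means change between -60% and -40%, or beyond the set limit; inactive means change above -40%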; further: on the % scale 0 is the no-effect control and ±100 the full control effect
Target sequence (Q9HBX9 whole entry, looked up): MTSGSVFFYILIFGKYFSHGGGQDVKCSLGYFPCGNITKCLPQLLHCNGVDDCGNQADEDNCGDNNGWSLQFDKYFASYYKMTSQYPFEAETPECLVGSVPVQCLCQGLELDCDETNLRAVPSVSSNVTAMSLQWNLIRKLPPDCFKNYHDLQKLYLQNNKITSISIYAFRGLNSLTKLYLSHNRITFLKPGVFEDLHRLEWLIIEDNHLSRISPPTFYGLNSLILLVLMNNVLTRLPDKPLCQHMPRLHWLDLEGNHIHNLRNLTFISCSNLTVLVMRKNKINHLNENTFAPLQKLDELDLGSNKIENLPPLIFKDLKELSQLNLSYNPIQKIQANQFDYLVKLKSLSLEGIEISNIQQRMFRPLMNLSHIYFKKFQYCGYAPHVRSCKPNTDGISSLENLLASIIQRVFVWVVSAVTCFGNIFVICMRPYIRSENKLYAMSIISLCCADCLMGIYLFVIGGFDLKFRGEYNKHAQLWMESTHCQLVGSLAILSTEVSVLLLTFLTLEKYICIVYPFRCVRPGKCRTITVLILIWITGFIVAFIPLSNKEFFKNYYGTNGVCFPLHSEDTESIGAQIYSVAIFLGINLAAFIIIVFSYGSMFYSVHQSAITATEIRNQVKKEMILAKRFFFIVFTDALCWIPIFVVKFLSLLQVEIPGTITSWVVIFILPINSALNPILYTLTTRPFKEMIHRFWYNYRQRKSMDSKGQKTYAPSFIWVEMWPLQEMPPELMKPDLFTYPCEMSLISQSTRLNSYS
POLK inh: qHTS for Inhibitors of Polymerase Kappa. DNA polymerase kappa (Homo sapiens), Q9UBT6. purified Pol kappa, fluorescent DNA synthesis assay, 10 min. Potency, µM (series often up to 107 µM), for inactives: at the top dose activity, negative = inhibition, actives largely listed as inhibitors. 400,000 compounds, 0.53% hits. AID 588579, 2011; further: potency means the concentration at half of the fitted maximal effect; on the % scale 0 is the no-effect control and ±100 the full control effect
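10 nM Pol kappa was preincubated with compounds for 15 min at room temperature. Reaction started with 50 nM (final) substrate. Fluorescence read kinetically at 0 and 10 min.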
POLB inh: qHTS Assay for Inhibitors of DNA Polymerase Beta | Potency, µM (top dose mostly 114 µM), inactives show top-dose activity change, negative = inhibition, actives largely listed as inhibitors | P06746 | AID 485314, 2010 | 340,000 compounds, 1.3% hits | Pol beta primer extension/strand displacement, fluorescence kinetic; further: potency means the concentration at half of the fitted maximal effect; on the % scale 0 is the no-effect control and ±100 the full control effect
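Pol beta (10 nM) and compounds were preincubated 15 min at room temperature, then 50 nM substrate (final) started primer extension/strand displacement. Reads were taken at 0 and 10 min; concentration-response data were fitted to a four-parameter Hill equation.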
PGK inhibitor: qHTS Assay to Find Inhibitors of Phosphoglycerate Kinase; 380,000 compounds, 0.043% hits; AID 602233, 2012; PGK/GAPDH coupled, Kinase-Glo luminescence, 60 min; Phosphoglycerate kinase, glycosomal (Trypanosoma brucei brucei), P07378; Potency, µM (series often up to 57.5 µM), without a hit: at the highest dose activity change, negative = inhibition, most hits filed as inhibitors; further: potency means the concentration at half of the fitted maximal effect; on the % scale 0 is the no-effect control and ±100 the full control effect; nearly all actives have a fitted effect of over 60% in size
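Recombinant glycosomal PGK reaction used 1,3-bisphosphoglycerate generated in-well by GAPDH (100nM final) in 100mM TEA pH 7.6, 5mM MgCl2, 0.01% Tween-20. After 60 minutes at room temperature, ATP was read by Kinase-Glo Plus luminescence end-point.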
APEX1 inh: qHTS Assay for Inhibitors of the Human Apurinic/apyrimidinic Endonuclease 1 (APE1); DNA repair nuclease/redox regulator APEX1 (Homo sapiens), P27695; recombinant APE1, TAMRA/BHQ-2 abasic DNA cleavage fluorescence; Potency, µM (doses to about 65.8 µM), for the others: at the highest dose activity change, negative = inhibition, most hits filed as inhibitors; 350,000 compounds, 0.35% hits;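 further: potency means the concentration at half of the fitted maximal effect; plate controls were vehicle for no effect and reference inhibitor for full effect; nearly all actives have a fitted effect of over 55% in size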
Target sequence (P27695 whole entry, looked up): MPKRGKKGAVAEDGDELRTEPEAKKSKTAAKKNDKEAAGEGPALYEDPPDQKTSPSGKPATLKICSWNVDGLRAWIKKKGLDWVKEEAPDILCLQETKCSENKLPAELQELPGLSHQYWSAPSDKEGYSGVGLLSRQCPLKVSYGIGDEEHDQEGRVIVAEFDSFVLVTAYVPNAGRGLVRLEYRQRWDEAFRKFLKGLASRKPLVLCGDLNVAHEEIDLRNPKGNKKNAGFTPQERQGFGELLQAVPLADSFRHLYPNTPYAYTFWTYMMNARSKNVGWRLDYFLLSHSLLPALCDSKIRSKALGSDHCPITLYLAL
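0.75 nM APE1 + cpd, 15 min RT; start w/ 50 nM TAMRA/BHQ-2 THF-abasic dsDNA; kinetic fluor 525/598 nm ×3 reads @60 s; Δ(read3−read1); normalized to DMSO and NSC13755 control wells.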
Anesthetic bind: qHTS Assay for Identification of Novel General Anesthetics; apoferritin/1-aminoanthracene competitive binding, fluorescence; 350,000 compounds, 0.074% hits; Potency, µM (doses to about 77.5 µM), inactives show at the top dose activity change, negative = displacement, hits mostly inhibitors; further: potency means the concentration at half of the fitted maximal effect; on the % scale 0 is the no-effect control and ±100 the full control effect; nearly all actives have a fitted effect of over 20% in size
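Horse-spleen apoferritin (10 uM) was mixed with 50% saturated 1-aminoanthracene in PBS, exposed to compounds for 10 min at room temperature, and read for fluorescence (ex 380 nm, em 535 nm). Competitive displacement was fitted with a four-parameter Hill equation.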
Pol iota inh: qHTS for Inhibitors of Polymerase Iota; AID 588590, 2011; Potency, µM (series often up to 115 µM), for the others: at the highest dose activity, negative = inhibition, usual class: inhibitors; 390,000 compounds, 1% hits; DNA polymerase iota (Homo sapiens), Q9UNA4; Pol iota fluorescent replication assay, 10 min; further: potency means the concentration at half of the fitted maximal effect
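Pol iota at 10 nM preincubated 15 min with compounds at room temperature; reaction started with fluorescent substrate, 50 nM final. Fluorescence read kinetically at 0 and 10 min; buffer-only wells as negative control.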
Pol eta inh: qHTS for Inhibitors of Polymerase Eta; DNA polymerase eta (Homo sapiens), Q9Y253; recombinant Pol eta, fluorescent DNA replication assay; Potency, µM (highest dose often 114 µM), for the others: at the highest dose activity change, negative = inhibition, usual class: inhibitors; 390,000 compounds, 1.2% hits; AID 588591, 2011; further: potency means the concentration at half of the fitted maximal effect; on the % scale 0 is the no-effect control and ±100 the full control effect
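Pol eta (10 nM) was preincubated with compounds for 15 min at room temperature, after which fluorescent replication substrate (50 nM final) was added to start the reaction. Fluorescence was read kinetically at 0 and 10 min.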
BLM helicase inh: qHTS Assay for Inhibitors of Bloom's syndrome helicase (BLM) | 350,000 compounds, 0.2% hits | Potency, µM (top dose mostly 56.1 µM), without a hit: at the top dose activity change, negative = inhibition, usual class: inhibitors | recombinant BLM DNA unwinding, fluorescence dequenching | RecQ-like DNA helicase BLM (Homo sapiens), P54132;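 further: potency means the concentration at half of the fitted maximal effect; plate controls were vehicle for no effect and no enzyme for full effect; nearly all actives have a fitted effect of over 35% in size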
Active calls of the source: *; i = inactive; ? = inconclusive; . = not tested or not shown; [ ] = another dose, or the depositor's remark. Unless noted, the call rests on the fitted dose curve; in most records, active means well fitted curve in the direction sought with a large enough effect; inconclusive means small, poorly fitted or top-dose-only effect, or another doubt; inactive means no such curve, though single readings can be large; an effect the other way counts as inactive or inconclusive.

SMILES	RXFP1 antag	POLK inh	POLB inh	PGK inhibitor	APEX1 inh	Anesthetic bind	Pol iota inh	Pol eta inh	BLM helicase inh
COc1cccc(/C=N/NC(=O)c2nnn(-c3nonc3N)c2CN(C)c2ccccc2)c1	10	-18%	4%	-9%	-14%	6%	-20%	-18%	-12%
Cc1nn(C)c(C)c1CN(C)C(=O)c1cnn2c1NC(c1ccccc1)CC2C(F)(F)F (stereo not given)	-11	-1%	21%	.	-4%	-11%	15%	6%	-4%
CC1(C)Cc2nc(-c3ccccc3)n3cnnc3c2CO1	1	-15%	27%	-1%	-1%	-9%	6%	3%	0%
CN(C)CC(=O)N1c2ccccc2CCc2ccc(NC(=O)c3ccc(N)cc3)cc21	0	-9%	-24%	-1%	-5%	-1%	4%	-17%	-15%
CCOc1ccccc1CNC(=O)C1CCCN(c2nn3c(=O)cc(C)nc3s2)C1 (stereo not given)	-10	-3%	?	-8%	52%[activator]	-5%	9%	-18%	2%
O=[N+]([O-])c1ccccc1CNCCCCO	.	-11%	.	-5%	-22%	.	20%	-10%	.
CCOc1ccc(C(=O)Nc2c(C(=O)Nc3ccccc3OC)oc3ccccc23)cc1OCC	10	-17%	-1%	4%	.	7%	3%	-5%	-4%
O=C(NC1CCCCC1)c1cc(N2C(=O)CCC2=O)ccc1Cl	14	-16%	31%	5%	-21%	-4%	2%	6%	-1%
CC(CC(=O)Nc1ccc2c(c1)OCCO2)c1ccccc1 (stereo not given)	5	-2%	?	-4%	-3%	5%	9%	12%	-3%
COc1ccc(C(=O)NNc2ncnc3c2cnn3-c2ccc(C)c(Cl)c2)cc1	3	-4%[60.1 µM]	9%	-1%	.	-6%	-2%	2%	-11%
COC(=O)Nc1ccc(NC(C)=O)cc1	-3	-7%	8%	i	-1%	2%	i	2%	-1%
Cc1noc(C)c1S(=O)(=O)N(C)CC(=O)Nc1ccc(F)cc1	-4	1%	0%	i	3%	3%	34%[activator]	-6%	-4%
O=c1nc(-c2ccccc2Cl)c2cc(F)ccc2[nH]1	-1	-22%	-1%	i	54%[activator]	152%[activator]	-17%	-8%	-2%
COc1ccc(NC(=S)Nc2ncccc2C)c(OC)c1	-18	-14%	26%	-3%	-4%	-17%	?	-5%	0%
C#CC(CCN1CCCCC1)(OC)c1ccccc1 (stereo not given)	4	-16%	17%	3%	8%	-3%	-21%	-4%	2%
Cc1cc(C)nc(NNS(=O)(=O)c2c(F)cc(F)cc2Br)n1	-1	-3%	.	-2%	7%	.	2%	-14%	.
CCOC(=O)N1CCN(C(=O)C2CCN(S(=O)(=O)c3cc(Cl)ccc3Cl)CC2)CC1	-9	0%	3%	1%	-1%	8%	27%	-9%	1%
CC(C)C12CN3CC(C(C)C)(CN(C1)C3c1ccc(OCc3ccccc3)cc1)C2=O (stereo not given)	-7	-22%	23%	-9%	.	4%	0%	-19%	1%
C/C(=N\Nc1nc2ccccc2[nH]1)c1cccs1	-5	-13%	13%[57.1 µM]	5%	-3%	-8%	24%	-18%	-7%
CCN(CC)CCCNC(=O)COc1ccc2oc3c(c2c1)CCCC3	1	3%	27%	.	31%	-12%	4%	-12%	-6%
Cc1ccc(NC(=O)Cc2nc(CSc3nnc(-c4ccc5c(c4)OCO5)o3)cs2)cc1	-3	-11%	2%	1%	-4%	-17%	6%	7%	-1%
Cc1cc(C)c(S(=O)(=O)n2ccc3ccccc32)c(C)c1	-9	-8%	2%	8%	?	47%[activator]	21%	-12%	3%
O=C(COC(=O)/C=C/c1ccc(Cl)cc1)NC1CCCCCC1	1	6%	.	-8%	14%	.	25%	-11%	.
O=C(COC(=O)c1ccc(Cl)nc1)Nc1ccc2c(c1)OCO2	12	-9%	12%	-3%	?	-15%	9%	-6%	-6%
O=C(CN1C(=O)NC2(CCCCC2)C1=O)NCCc1c[nH]c2ccccc12	-7	-1%	-9%	-4%	22%	-10%	19%	-22%	-2%
CC(NS(=O)(=O)c1ccc(OCC(=O)Nc2cccc([N+](=O)[O-])c2)cc1)c1ccccc1 (stereo not given)	-1	1%	20%	i	-2%	-12%	25%	-21%	-5%
COC(=O)CSc1nnc(CSc2nc(C)cc(C)n2)o1	-17	-4%	40%	i	2%	1%	16%	-4%	0%
Cc1ccc2[nH]c3c(c2c1)CCCC3NCCO (stereo not given)	-1	-4%	-18%	i	2%	-5%	158%[activator]	-8%	1%
Cc1noc(C)c1N=Nc1ccc(Br)cc1C(=O)O	3	-8%	39%[activator]	4%	-1%	-3%	-27%	-9%	1%
O=C(Nc1nonc1-c1ccc(Cl)cc1)c1ccco1	-1	3%	4%	-10%	22%	-12%	27%	-12%	-4%
CN1C(=O)Cc2cc(S(=O)(=O)NCc3cccs3)ccc21	1	-4%	11%	-13%	-5%	-7%	117%[activator]	-16%	-4%
Cc1occc1C(=O)NCCc1ccc(Cl)cc1	14	-4%	6%	-9%	2%	?	5%[58.9 µM]	-5%	-7%
O=C(N/N=C/c1ccc2c(c1)OCO2)c1ccc2c(c1)OCO2	9	-9%	?	-7%	24%	0%	18%	0%	-10%
COc1ccc2sc(-c3ccc(N(C)C)cc3)c(-c3cnc(OC)nc3)c2c1	.	1%	.	-2%	11%	.	7%	-27%	.
CC(C)C[C@@H](C(=O)NC1CC1)N1C(=O)N2CCc3c([nH]c4ccccc34)[C@@]2(C)C1=O	.	20%	8%	-9%	47%[activator]	?	10%	-16%	-4%
O=c1[nH]c(C2CCCN(S(=O)(=O)c3ccc(F)cc3)C2)nc2c1nnn2Cc1ccccc1 (stereo not given)	-12	0%	6%	i	-11%	1%	9%	-8%	-12%
O=C(NCCc1cccs1)C1CC(c2ccc([N+](=O)[O-])cc2)=NO1 (stereo not given)	.	9%	27%	i	-1%	-22%	11%	-5%	4%
CN(C)S(=O)(=O)c1cccc(NC(=O)Cc2ccc(-c3ccccc3)cc2)c1	-21	-20%	0%	-3%	-20%	-19%	-3%	-14%	-7%
COc1ccccc1C(=O)Nc1ccc(OCC(=O)N2CCCCC2C)cc1 (stereo not given)	-1	-11%	.	-1%	34%	.	10%	-10%	.
COc1ccc(Cc2nnc(C(=O)NCCCN3CCN(c4ccccc4F)CC3)o2)cc1OC	-7	-6%	-2%	-2%	.	-6%	-14%	-4%	-9%
NS(=O)(=O)c1ccc(CCNC2CC(=O)N(Cc3ccccc3)C2=O)cc1 (stereo not given)	-10	-4%[60.1 µM]	-22%	-6%	1%	6%	30%[activator]	-13%	1%
O=C(NCC1CCCO1)C1CC(c2ccccc2Cl)=NO1 (stereo not given)	0	7%	-17%	-1%	-2%	-10%	20%	-11%	0%
C=CCC12C=C(OC)C(=O)OC(OC)(C1O)[C@H](c1ccc3c(c1)OCO3)[C@H]2C (stereo not given in full)	.	1%	.	8%	.	.	28%	?	.
COc1ccc(NC(=O)c2ccc(S(=O)(=O)N(C)C)cc2)cc1	10	-4%	7%	4%	11%	-17%	39%[activator]	-7%	-3%
Cc1ccc(NC(=O)COC(=O)CCC(=O)c2ccc(C(C)(C)C)cc2)c([N+](=O)[O-])c1	-3	-14%	?	-3%	5%	-1%	7%	-17%	-6%
Cc1ccc(OCC(=O)Nc2ccc(Cl)c(-c3nc4ncccc4o3)c2)cc1C	.	1%[60.1 µM]	?	-1%	.	?	-5%	-12%	-6%
CCc1ccc2c(c1)C(c1cccs1)=NNC(c1cccnc1)=N2	-4	-6%	22%	-9%	-5%	-21%	11%	-3%	-4%
COc1cc(COc2ccc(-c3nnco3)cc2)ccc1OC(F)F	-14	5%	26%	i	16%	-7%	-21%	-17%	-1%
O=C(O)C1=C[C@@H](c2ccccc2)C[C@@H](OCCCCO)O1	.	1%	.	-9%	.	.	17%	-15%	.
Nc1c(C(=O)Nc2ccc(OC(F)(F)F)cc2)sc2nc(-c3ccncc3)ccc12	9	-10%	6%	8%	.	?	-15%	0%	-7%
CN(C(=O)Cn1nc(Cl)ccc1=O)C1CCCN(Cc2ccccc2F)C1 (stereo not given)	4	-3%	1%	2%	0%	-13%	-4%	1%	-4%
CCCn1c(SCC(=O)Nc2cccc(S(=O)(=O)N(C)C)c2)nc2ccccc2c1=O	11	-2%	-10%	-9%	-3%	-5%	45%[activator]	-26%	-4%
COCCCN1CCN(C2Cc3ccccc3Sc3ccc(Cl)cc32)CC1 (stereo not given)	.	1%	29%	i	?	1%	-6%	-25%	-11%
COc1ccc(OC)c(NC(=O)CCN2CCN(C)CC2)c1	2	9%	5%	i	60%[activator]	8%	31%[activator]	-10%	-1%
Cc1cc(C(=O)Nc2ccccc2C(=O)O)ccc1NC(=O)COc1ccccc1Cl	-8	-6%	34%	i	-8%	-8%	23%	?	-6%

Bioassay records (PubChem BioAssay)

Some of the compounds tested, so the mix of outcomes need not match the whole.
